Compound activity deposited in PubChem BioAssay by several laboratories.
KOR beta-arrestin-1: KOR agonists, beta-arrestin recruitment, primary screen, cell-based, luminescence, uHTS (AID 1777) | KOR beta-arrestin recruitment, luminescence; higher % means a stronger effect | 0.02% of 280,000 active | activation, % at 10 µM, or EC50 in µM where a hit was titrated; in the data active = activation above about 50%, passing the limit was not always enough; also: a part of the inactive calls stands beside numbers as strong as those of hits
GPR55 activation: GPR55 agonists via beta-arrestin recruitment, primary screen, imaging, U2OS cells, beta-arrestin-GFP redistribution (AID 1961); G-protein coupled receptor 55 (Homo sapiens); U2OS GPR55 beta-arrestin-GFP redistribution imaging; higher % means a stronger effect; activation, % at 10 µM; hits with a dose series show EC50 in µM; 0.048% of 290,000 active;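 active = activation above 40% with more than 50 cells counted in the well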;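 also: U2OS osteosarcoma cells stably expressing GPR55 and beta-arrestin-GFP; plate controls were DMSO negative control for no effect and LPI positive control for full effect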
West Nile virus CPE: West Nile virus antiviral activity, cell-based, CPE readout (AID 1621); West Nile virus-infected cells, CPE inhibition; higher % means a stronger effect; CPE inhibition, % at 10 µM, or IC50 in µM where a hit was titrated; 0.02% of 290,000 active; in the data active = a potency from the dose series; also: strong numbers were not always called active
NOD1 NF-kB reporter: NOD1 signaling inhibitors, primary screen, cell-based, luminescence, uHTS (AID 1578). inhibition, % at 4 µM; hits with a dose series show EC50 in µM. NOD1-driven NF-kB luciferase reporter cells, luminescence; higher % means a stronger effect. 1% of 290,000 active; in the data active = inhibition mostly above about 36%, no sharp cut-off; inactive = mostly below about 34%;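 also: HEK-293T reporter cells stimulated with the NOD1 agonist gamma-tri-DAP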
Dengue-2 NS5 capping: Dengue-2 NS5 methyltransferase inhibitors, primary screen, biochemical, confirmation dose response (AID 588689); 0.3% of 340,000 active; Dengue-2 NS5 methyltransferase capping enzyme assay, biochemical; higher % means a stronger effect; inhibition, % at 25 µM, or IC50 in µM where a hit was titrated; in the data active = a potency from the dose series
GPR35 arrestin U2OS: GPR35 antagonists blocking zaprinast-driven arrestin recruitment, primary screen, imaging, U2OS, beta-arrestin-GFP, zaprinast agonist (AID 2058); G-protein coupled receptor 35 (Homo sapiens); U2OS GPR35 beta-arrestin-GFP translocation imaging, zaprinast antagonism; higher % means a stronger effect; one-dose inhibition, % at 10 µM; IC50 in µM for titrated hits; 0.052% of 290,000 active;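 active = inhibition of at least 50% with at least 30 cells and total cytoplasm GFP at most 10,000,000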
HIV peptide binding: inhibitors of HIV fusion peptide binding, primary screen, biochemical, uHTS, fluorescence dequenching (AID 1986). 0.3% of 290,000 active. cell-free peptide binding, fluorescence dequenching, 30 min; higher % means a stronger effect. one-dose inhibition, % at 20 µM; IC50 in µM for titrated hits; in the data active = inhibition mostly above about 52%, no sharp cut-off; inactive = mostly below about 76%; also: some results filed as inactive read as strong as hits
GPR55 antagonists: GPR55 antagonists blocking LPI-driven arrestin recruitment, primary screen, imaging, U2OS, beta-arrestin-GFP, LPI agonist (AID 2013) | U2OS GPR55 beta-arrestin-GFP translocation imaging, LPI antagonism; higher % means a stronger effect | inhibition, % at 10 µM; hits with a dose series show IC50 in µM | 0.13% of 290,000 active;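 active = spots per cell inhibited over 60%, with over 100 cells counted and total cytoplasm intensity under 500,000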;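 also: U2OS cells stably carrying GPR55 and arrestin-GFP stimulated by 5 µM LPI near EC80; imaged beta-arrestin-GFP aggregate spots per cell after agonist stimulation; plate controls were LPI-stimulated DMSO wells for no effect and DMSO wells without LPI for full effect; some results filed as inactive read as strong as hits; confirmed hits need IC50 under 10 µM and bright autofluorescent wells are also inconclusive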
KOR beta-arrestin-2: KOR antagonists, beta-arrestin recruitment, cell-based, luminescence, uHTS (AID 1778); KOR beta-arrestin recruitment, luminescence, antagonist mode; higher % means a stronger effect; inhibition, % at 10 µM; hits with a dose series show IC50 in µM; 0.091% of 290,000 active; in the data active = inhibition above about 50%; also: strong numbers were not always called active
Dengue-2 NS5 capping pilot replicate: further read-out of Dengue-2 NS5 capping, marked with its call; inhibition, %; measured here: pilot screen replicate inhibition
* marks the source's active call; other numbers are inactive results; . = not tested or not shown; [ ] = another dose, or the depositor's remark.

SMILES	KOR beta-arrestin-1	GPR55 activation	West Nile virus CPE	NOD1 NF-kB reporter	Dengue-2 NS5 capping	GPR35 arrestin U2OS	HIV peptide binding	GPR55 antagonists	KOR beta-arrestin-2	others
CC1CCCCN1S(=O)(=O)c1ccccc1[N+](=O)[O-] (centres undefined)	8.5%	0.6%	-0.8%	-22.5%	-3.2%	-22.0%	1.0%	13.6%	2.0%
O=C1c2[nH]nc(-c3ccccc3O)c2C(c2ccc(F)cc2)N1CC1CCCO1 (centres undefined)	3.7%	-0.1%	-1.1%	-1.8%	-9.4%	5.9%	2.0%	4.4%	-45.1%	Dengue-2 NS5 capping pilot replicate=0.3
O=C(CCN1C(=O)/C(=C/c2ccc3c(c2)OCO3)SC1=S)Nc1ccccc1	-1.0%	-0.3%	-0.7%	-5.3%	2.9%	15.7%	1.4%	-3.9%	40.4%
CCOC(=O)c1nn(-c2ccc(C)cc2)c(=O)c2c(N)scc12	5.5%	0.6%	0.5%	-14.7%	12.4%	-11.7%	0.0%	17.6%	-33.3%
Oc1c(C=Nc2ccccc2)sc2ccccc12	.	0.2%	0.3%	-57.7%	-59.6%	5.5%	30.1%	7.5%	-23.6%[20 µM]
CCn1c(SCC(=O)Nc2cccnc2Cl)nnc1-c1ccccc1	-0.8%	0.1%	0.1%	-20.9%	-7.9%	13.5%	1.9%	0.8%	7.0%
CCOC(=O)c1cccc(Nc2ncnc3ccccc23)c1	-1.9%	-0.2%	-0.2%	0.4%	1.4%	6.3%	-0.8%	3.6%	-4.2%
N#Cc1ccc(-c2csc(NC(=O)c3ccc(S(=O)(=O)N4CCc5ccccc5C4)cc3)n2)cc1	0.3%	-0.2%	1.1%	-72.5%	-7.0%	1.8%	0.7%	9.8%	-55.2%
Cc1cccc(OCC(=O)Nc2ccc(N3CCN(S(C)(=O)=O)CC3)cc2)c1	-1.3%	0.2%	.	-13.3%	3.1%	18.1%	-2.5%	17.3%	-10.7%
O=C(COC(=O)C12CC3CC(CC(O)(C3)C1)C2)NC12CC3CC(CC(C3)C1)C2	-0.8%	0.6%	-0.2%	-32.8%	-1.5%	-4.0%	-1.3%	9.9%	13.3%
O=C1CCCCCN1C(=O)c1cccc(C(=O)N2CCCCCC2=O)c1	2.1%	-0.2%	0.1%	-6.0%	-4.5%	-8.7%	2.5%	7.5%	-36.9%
CCN(CC)S(=O)(=O)c1ccc(NC(=O)Cn2c(=O)oc3ccccc32)cc1	3.0%	-1.0%	1.2%	-8.1%	-10.5%	1.5%	1.4%	2.5%	-39.8%
Cc1cc(C(=O)Nc2ccc(C(=O)O)cc2)c(C)o1	-5.2%	-0.1%	0.1%	-11.2%	1.6%	-3.7%	-1.8%	-10.3%	10.3%
CCOC(=O)C(C(=O)OCC)C(C)(C)/C(C)=N\Nc1ccc([N+](=O)[O-])cc1[N+](=O)[O-]	-1.3%	-0.2%	-2.0%	-34.1%	-10.5%	2.8%	0.2%	3.6%	23.1%
COc1ccc(N(CC(=O)NCCOc2ccccc2)S(=O)(=O)c2ccc(C)cc2)cc1	0.7%	0.6%	-0.5%	41.9%	-4.5%	-13.5%	1.7%	14.7%	-1.5%
COc1cccc(CNS(=O)(=O)c2ccc3c(c2)N(C(C)=O)CCO3)c1	5.0%	-0.1%	1.5%	3.3%	-2.6%	-10.2%	2.4%	-3.6%	-26.6%
Cc1ccc(S(=O)(=O)N(CC(=O)Nc2ccc(Cl)c([N+](=O)[O-])c2)C2CCCCC2)cc1	10.9%	-0.3%	-1.8%	19.6%	-9.6%	27.1%	-1.1%	13.4%	11.5%
CC(=O)Nc1ccc(S(=O)(=O)NC(C(=O)O)C(C)O)cc1 (centres undefined)	7.4%	-1.9%	-0.2%	-10.3%	0.8%	-1.9%	1.1%	14.8%	12.8%
CCOC(=O)C1=C(C)N(C)C(=O)NC1c1ccc(C)s1 (centres undefined)	-0.1%	0.3%	-0.4%	-9.7%	-1.4%	-3.8%	-0.2%	8.4%	11.9%
O=C(N/N=C\c1cccc([N+](=O)[O-])c1O)C1COc2ccccc2O1 (centres undefined)	-3.1%	-0.1%	-0.5%	-14.4%	4.8%	2.3%	11.0%	10.8%	-3.4%
CC1=NN(Cc2c(C)nn(Cc3ccccc3)c2C)C(C)(C)C1	2.0%	0.5%	0.3%	14.2%	1.5%	-5.4%	-3.0%	6.5%	-7.8%
CCCCNC(=O)CCn1nc(-c2ccc(C)cc2)c2ccccc2c1=O	-5.7%	0.0%	-1.4%	6.0%	-1.9%	-2.2%	-0.8%	-0.1%	28.7%
OC(CNCc1ccccn1)c1ccccc1 (centres undefined)	-3.9%	-0.2%	-0.2%	-10.0%	2.2%	-0.5%	-1.3%	10.2%	-10.1%
Fc1ccc(-n2c(-c3ccc4ccccc4n3)n[nH]c2=S)cc1Cl	-1.1%	-0.1%	-0.6%	-0.4%	-2.2%	1.6%	-0.1%	2.2%	-40.2%
Cc1onc(-c2ccccc2)c1C(=O)N/N=C/c1ccc([N+](=O)[O-])c(O)c1	0.0%	0.0%	-0.6%	-19.4%	-3.9%	5.5%	1.7%	9.2%	19.2%
CSc1nnc2c(n1)OC(c1ccc(C(=O)O)cc1)N(C(C)=O)c1ccccc1-2 (centres undefined)	14.7%	-0.1%	0.0%	0.3%	0.7%	0.6%	0.8%	17.8%	0.4%
CN(CC1CCCO1)S(=O)(=O)c1ccc(C(=O)Nc2ccc3c(c2)OCO3)cc1 (centres undefined)	-3.6%	0.0%	.	-38.3%	4.5%	-7.9%	-0.6%	3.4%	-6.3%
COc1cc(/C=C2/C(=O)c3cccc([N+](=O)[O-])c3C2=O)c(Br)cc1O	-9.9%	-0.3%	-1.5%	59.5%	7.44µM*	.	47.8%	1.7%	21.1%
O=C(CN1CCN(c2ccccc2)CC1)Nc1nccs1	-1.6%	-0.1%	0.2%	-16.3%	-7.6%	-12.5%	-0.3%	-3.0%	-0.1%
O=C(Nc1ccc(Cl)cc1)Nc1nnc(Cc2ccc([N+](=O)[O-])cc2)s1	6.4%	-0.1%	0.1%	-62.4%	-2.7%	3.2%	2.4%	5.7%	-8.8%
NS(=O)(=O)c1ccc(CCNC(=O)CSc2nc3ccccc3c(=O)n2CCC(=O)N2CCCCC2)cc1	-5.3%	-0.3%	0.1%	-43.6%	-13.2%	-1.8%	-1.3%	12.6%	-3.0%
CCc1ccc(C2=NNC(=Nc3cccc(S(=O)(=O)N(C)C)c3)SC2)cc1	0.1%	0.2%	2.8%	72.3%*	-0.7%	10.0%	4.7%	11.5%	-24.1%
CCCCSC1(SCCCC)N=C(N)C2(C#N)C(c3ccccc3)NC(C)=C(C)C12C#N (centres undefined)	1.3%	-0.1%	-0.3%	11.3%	-7.5%	0.9%	0.2%	15.2%	0.1%
O=C(NCc1ccccc1)C(c1ccc(F)cc1)N(C(=O)c1csnn1)C1CC1 (centres undefined)	-1.9%	-0.3%	-1.4%	-19.4%	-6.6%	9.9%	1.8%	2.4%	-38.4%
Cc1nn(Cc2ccccc2)c(Cl)c1C(=O)OC(C)C#N (centres undefined)	-0.7%	-0.7%	0.0%	.	3.0%	6.8%	-1.2%	-0.2%	15.2%
O=C(N/N=C1\CCCc2ccccc21)c1cccc([N+](=O)[O-])c1	-5.7%	0.0%	-0.6%	9.1%	-3.5%	11.3%	-0.6%	7.4%	-17.6%
O=C(Oc1cccc(C(=S)N2CCOCC2)c1)c1cc([N+](=O)[O-])cc([N+](=O)[O-])c1	-3.6%	0.7%	0.2%	-10.8%	7.3%	-5.5%	-1.0%	5.0%	13.0%[20 µM]
CCSc1nnc(NC(=O)[C@@H](NC(=O)c2ccccc2)C(C)C)s1	6.9%	0.3%	-0.9%	-6.2%	-2.2%	-5.3%	-0.8%	-2.4%	17.4%
COCCn1c(SCC(=O)Nc2ccc(Cl)c(S(=O)(=O)N(C)C)c2)nc2ccccc21	5.4%	0.0%	-0.4%	42.7%	-3.3%	-4.7%	-0.3%	8.2%	-21.0%
CCCc1nc2ccccc2c(C(=O)OCC(=O)Nc2cccc(S(=O)(=O)N3CCOCC3)c2)c1CC	5.0%	-0.1%	0.1%	25.8%	-4.8%	-15.8%	2.6%	.	-22.4%
COc1ccc(C(=O)NC(=S)N2CCCCC2)cc1	0.7%	0.3%	0.0%	19.6%	-7.8%	-3.3%	-2.9%	-7.2%	0.3%
CS(=O)(=O)c1ccc(Oc2ccc(-c3nnco3)cc2)c([N+](=O)[O-])c1	0.5%	0.1%	1.4%	-19.3%	-2.5%	21.5%	-0.2%	6.8%	-15.5%
Nc1nnc(SCc2coc(-c3ccc(Cl)cc3)n2)s1	4.5%	0.3%	-0.1%	-52.5%	-6.2%	7.8%	0.2%	-1.1%	-16.6%
CC(C)c1ccc(NC(=O)C2C3C=CC4(CN(Cc5cccnc5)C(=O)C24)O3)cc1 (centres undefined)	-0.4%	-0.1%	-0.5%	-24.0%	4.5%	0.1%	1.4%	12.0%	-2.4%
Cc1cc(=O)[nH]c2cc(O)ccc12	-3.8%	-0.4%	-0.2%	-5.9%	-7.5%	4.0%	-3.2%	-11.7%	-5.4%
COc1ccc(NC(=O)CN(C)C(=O)CNC(=O)C2CCCCC2)cc1	1.3%	-0.1%	0.2%	3.0%	-3.2%	-20.5%	-0.1%	-22.6%	-23.5%
Cc1ccccc1NC(=O)CN1CCN(C)CC1	-4.1%	0.4%	-0.1%	1.9%	2.6%	5.5%	-0.7%	-2.5%	-2.2%
O=C(NCc1cccnc1)c1ccc(S(=O)(=O)N2CCOCC2)cc1	7.2%	0.3%	0.2%	-5.7%	0.0%	-10.7%	59.6%	6.5%	-18.3%
COc1cc(-c2nc(-c3cccnc3)no2)cc(OC)c1OC	-1.6%	-0.2%	0.1%	-19.8%	-7.9%	-2.0%	3.3%	2.0%	.

Four successive compounds already listed, for reference:
SMILES	KOR beta-arrestin-1	GPR55 activation	West Nile virus CPE	NOD1 NF-kB reporter	Dengue-2 NS5 capping	GPR35 arrestin U2OS	HIV peptide binding	GPR55 antagonists	KOR beta-arrestin-2	others
CCCc1nc2ccccc2c(C(=O)OCC(=O)Nc2cccc(S(=O)(=O)N3CCOCC3)c2)c1CC	5.0%	-0.1%	0.1%	25.8%	-4.8%	-15.8%	2.6%	.	-22.4%
COc1ccc(C(=O)NC(=S)N2CCCCC2)cc1	0.7%	0.3%	0.0%	19.6%	-7.8%	-3.3%	-2.9%	-7.2%	0.3%
CS(=O)(=O)c1ccc(Oc2ccc(-c3nnco3)cc2)c([N+](=O)[O-])c1	0.5%	0.1%	1.4%	-19.3%	-2.5%	21.5%	-0.2%	6.8%	-15.5%
Nc1nnc(SCc2coc(-c3ccc(Cl)cc3)n2)s1	4.5%	0.3%	-0.1%	-52.5%	-6.2%	7.8%	0.2%	-1.1%	-16.6%

Some of the compounds tested, so the mix of outcomes need not match the whole.
